# Bioassay records deposited in PubChem by National Center for Advancing Translational Sciences (NCATS).
# Tau FP inhib = inhibitors of human tau fibril formation | P10636 | K18 P301L tau heparin fibrillization, Alexa594 FP, 6 h | Potency, µM (doses to about 57.7 µM), for the others: at the top dose activity, negative = inhibition, most hits filed as inhibitors | 280,000 compounds, 0.39% hits | AID 1468; note: % is set by controls: 0 for no effect and ±100 for the full control effect; nearly all actives have a fitted effect of over 55% in size
# Target sequence (P10636 561-689 P618L limits assumed): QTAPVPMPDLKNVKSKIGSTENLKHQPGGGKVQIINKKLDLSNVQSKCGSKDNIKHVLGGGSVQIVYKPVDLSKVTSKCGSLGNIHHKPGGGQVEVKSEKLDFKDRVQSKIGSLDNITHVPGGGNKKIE
#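 K18 P301L tau (15 uM unlabeled/0.24 uM Alexa 594-labeled, final) + compound + heparin 20 uM final; 100 mM NaOAc pH 7; 6 hr 37 C; ThT 30 uM final added, 1 hr RT; FP ex 555/em 632 nm.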
# Tau fluor counter = counter-screen for tau fibril formation inhibitors | tau K18 P301L Alexa594 fluorescence, heparin fibrillization | Potency, µM (highest dose often 57.7 µM), without a hit: at the top dose activity change, negative = decrease | 280,000 compounds, 0.93% hits | AID 1463; note: % is set by controls: 0 for no effect and ±100 for the full control effect; nearly all actives have a fitted effect of over 55% in size
#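 Human K18 P301L tau (15 uM unlabeled plus 0.24 uM Alexa 594-labeled, final) in 100 mM sodium acetate pH 7 was mixed with compound and 20 uM heparin and incubated 6 hr at 37 C.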
# TR SRC2 fluor cs = counter-screen for TRb-SRC2 inhibitors: fluorescence interference; TRb/SRC2 Texas Red total fluorescence interference; Potency, µM (doses to about 106 µM), without a hit: at the top dose fluorescence change, negative = quenching; 280,000 compounds, 0.29% hits; active = well fitted curve in either direction with a large enough effect; inconclusive = small, poorly fitted or top-dose-only effect; note: % is set by controls: 0 for no effect and ±100 for the full control effect
#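 Human TRb ligand-binding domain at 0.6 uM with 20 nM Texas Red SRC2 peptide in Tris buffer containing 1 uM T3 and 5% DMSO, incubated with compound 5 h at ambient temperature. Total fluorescence (555/632 nm) calculated as parallel + 2 × perpendicular.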
# Tau fibril ThT = inhibitors of human tau fibril formation, thioflavin T binding; 270,000 compounds, 2.1% hits; recombinant tau K18 P301L (four-repeat tau fragment), heparin-induced fibrillization, ThT fluorescence; Potency, µM (series often up to 57.4 µM), for the others: top-dose activity, negative = inhibition, most hits filed as inhibitors; AID 1460; P10636; note: % is set by controls: 0 for no effect and ±100 for the full control effect; nearly all actives have a fitted effect of over 55% in size
#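 K18 P301L tau (15 uM + 0.24 uM Alexa 594-tagged), heparin 20 uM, NaOAc pH 7, 6 h 37 C; ThT 30 uM, 1 h RT, ex 450/em 510 nm.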
# RECQ1 inh = blocks DNA unwinding by human RECQ1; 240,000 compounds, 0.54% hits; Potency, µM (top dose mostly 57.3 µM), inactives show top-dose activity, negative = inhibition, most hits filed as inhibitors; RECQ1 DNA unwinding, red fluorescence kinetic read;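 note: plate controls were vehicle for no effect and no enzyme for full effect; nearly all actives have a fitted effect of over 30% in size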
# Target sequence (P46063 whole entry, looked up): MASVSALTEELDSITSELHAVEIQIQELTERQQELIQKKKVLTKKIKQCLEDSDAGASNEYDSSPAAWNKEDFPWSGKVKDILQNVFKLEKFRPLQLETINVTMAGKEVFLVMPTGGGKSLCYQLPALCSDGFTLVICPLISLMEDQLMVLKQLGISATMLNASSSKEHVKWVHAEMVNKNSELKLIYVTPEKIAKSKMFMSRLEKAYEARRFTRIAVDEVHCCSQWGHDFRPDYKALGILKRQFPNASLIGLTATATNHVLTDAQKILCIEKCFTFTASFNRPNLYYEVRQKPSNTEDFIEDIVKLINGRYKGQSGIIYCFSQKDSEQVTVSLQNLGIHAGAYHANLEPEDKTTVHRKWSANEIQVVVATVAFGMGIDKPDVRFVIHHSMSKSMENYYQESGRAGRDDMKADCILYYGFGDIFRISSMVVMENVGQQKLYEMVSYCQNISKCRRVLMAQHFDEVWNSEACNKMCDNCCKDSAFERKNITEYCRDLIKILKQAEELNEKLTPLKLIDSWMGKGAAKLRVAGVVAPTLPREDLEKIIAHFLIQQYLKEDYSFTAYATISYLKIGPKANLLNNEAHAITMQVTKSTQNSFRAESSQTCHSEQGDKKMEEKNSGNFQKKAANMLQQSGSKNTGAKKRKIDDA
#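 RECQ1T1 50 nM; forked duplex (20 bp + 30-nt ss tails) 200 nM, ATP 2 mM final; pH 8.0, 2 mM MgCl2, 2.5 ug/ml poly(dI-dC); 15 min compound preincubation; discontinuous kinetic read over 2 h at RT.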
# TRb-SRC2 inh = disrupts binding of human TR beta to SRC2; TRbeta-SRC2 peptide binding, fluorescence polarization; receptor liganded with 1 µM T3; Potency, µM (highest dose often 106 µM), for inactives: at the top dose activity change, negative = inhibition, actives largely listed as inhibitors; 280,000 compounds, 0.065% hits; AID 1469;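 note: plate controls were bound peptide for no effect and peptide without receptor for full effect; nearly all actives have a fitted effect of over 50% in size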
#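 Human TRb ligand-binding domain (0.6 uM) is mixed with 20 nM Texas Red SRC2 peptide and 1 uM T3; after compound addition and 5 hr at ambient temperature, polarization is measured and normalized to unbound and bound controls.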
# HTT cytoprotect = cytoprotection in Huntington HTT-Q103 PC12 cell model. PC12 HTT-Q103 induced, cytoprotection, ATP luminescence, 40 h. Potency, µM (top dose mostly 56.4 µM), without a hit: cytoprotection (ATP increase), most hits filed as activators. 230,000 compounds, 0.14% hits;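 note: % of control where 0% means no effect; nearly all actives have a fitted effect of over 45% in size; toxic huntingtin expression switched on by the ecdysone agonist tebufenozide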
#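 PC12 cells stably carrying ecdysone-inducible Htt exon 1 (Q103)–GFP were induced with 100 nM tebufenozide (final) alongside library compounds in a dose series. Cytoprotection was scored as retained ATP by ATPlite luminescence.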
# L3MBTL1 block = blocks human L3MBTL1. AlphaScreen L3MBTL1–H3K9me1 peptide binding. Potency, µM (highest dose often 57.1 µM), for the others: at the top dose activity, negative = inhibition, usual class: inhibitors. 230,000 compounds, 0.66% hits; note: % is set by controls: 0 for no effect and ±100 for the full control effect; nearly all actives have a fitted effect of over 60% in size
#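 First, the protein-peptide complex forms for 30 min at room temperature (L3MBTL1 50 nM, biotinylated H3K9me1 peptide 75 nM). Next, compounds are pin-transferred and incubated 30 min. Finally, AlphaScreen beads are added and read after 30 min.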
# Numbers without * were called inactive; i = inactive; ? = inconclusive; / = no result given; [ ] = another dose, or the depositor's remark. Unless noted, calls come from the whole dose curve; as a rule, active = well fitted curve in the direction sought with a large enough effect; inconclusive = small, poorly fitted or top-dose-only effect, or another doubt; inactive = no such curve, though single readings can be large; an effect the other way counts as inactive or inconclusive. Potency is the fitted concentration of half-maximal effect. Only part of the results is shown (hit frequency here may not be typical).
# Start of the listing, in advance:
SMILES,Tau FP inhib,Tau fluor counter,TR SRC2 fluor cs,Tau fibril ThT,RECQ1 inh,TRb-SRC2 inh,HTT cytoprotect,L3MBTL1 block
CC(C)C1N(S(=O)(=O)c2ccccc2)CCN1S(=O)(=O)c1ccccc1,12%,-14%,-3%,-4%,-5%,-24%,23%[10 µM],2%
O=C(C1COc2ccccc2O1)N1CCc2ccccc21 (configuration not stated),-11%,-8%,-6%,-7%,?,-1%,-27%[10 µM],?

# The listing, from the start:
SMILES,Tau FP inhib,Tau fluor counter,TR SRC2 fluor cs,Tau fibril ThT,RECQ1 inh,TRb-SRC2 inh,HTT cytoprotect,L3MBTL1 block
CC(C)C1N(S(=O)(=O)c2ccccc2)CCN1S(=O)(=O)c1ccccc1,12%,-14%,-3%,-4%,-5%,-24%,23%[10 µM],2%
O=C(C1COc2ccccc2O1)N1CCc2ccccc21 (configuration not stated),-11%,-8%,-6%,-7%,?,-1%,-27%[10 µM],?
O=C(NC(=S)NCc1cccnc1)c1ccccc1[N+](=O)[O-],-4%,1%,-1%,0%,-1%,-3%,-5%[0.074 µM],14%
Cc1oc(-c2ccc(C(=O)Nc3cccc(C(F)(F)F)c3)cc2)nc1CSc1ccccc1,14µM*,?,-2%,6%,/,-6%,/,/
CN(C)CCN(C)Cc1ccccc1Sc1cccc2ccccc12,-1%,9%,1%,?,-3%,1%,-1%[10 µM],-16%
Cc1ccccc1CN1C2=NCCCN2c2ccccc21,4%,-8%,3%,-2%,20%,-18%,-7%,/
Cc1cccc2cc(CN(Cc3ccc(F)cc3)C(=O)N(C)C)c3nnnn3c12,3%,-12%,-1%,-18%,-2%,9%,-18%,0%
CCC(C(=O)Nc1ccccc1OC)n1nc(C)c2sc3ccccc3c2c1=O (configuration not stated),-1%,?,1%,?,/,-1%,/,/
COc1ccc(-c2noc(N3CCC(C(=O)Nc4ccc(OC)c(OC)c4)CC3)n2)cc1,-3%,-1%,0%,-2%,/,-2%,/,2%
NS(=O)(=O)c1ccc(CCNCc2cc(Br)ccc2OCc2ccccc2)cc1,11%,-15%,0%,-17%,i,-9%,8%[10 µM],-3%

# Taken from above.
# Tau fibril ThT, Cc1ccccc1CN1C2=NCCCN2c2ccccc21 → -2%
# L3MBTL1 block, O=C(NC(=S)NCc1cccnc1)c1ccccc1[N+](=O)[O-] → 14%
# Tau fluor counter, COc1ccc(-c2noc(N3CCC(C(=O)Nc4ccc(OC)c(OC)c4)CC3)n2)cc1 → -1%
# TR SRC2 fluor cs, O=C(C1COc2ccccc2O1)N1CCc2ccccc21 (configuration not stated) → -6%
# L3MBTL1 block, CC(C)C1N(S(=O)(=O)c2ccccc2)CCN1S(=O)(=O)c1ccccc1 → 2%

# The list goes on:
SMILES,Tau FP inhib,Tau fluor counter,TR SRC2 fluor cs,Tau fibril ThT,RECQ1 inh,TRb-SRC2 inh,HTT cytoprotect,L3MBTL1 block
N#Cc1ccc(N2Cc3ccccc3/C2=N/C(=O)Nc2ccc(Cl)cc2)cc1,-18%,-7%,-3%[53 µM],17%,2%,1%[53 µM],-19%[10 µM],8%
Cc1ccc2cc(CCNC(=O)c3ccc(Br)o3)c(=O)[nH]c2c1,-1%,-6%,-5%,?,i,-1%,-19%,5%
N/C(=N\OC(=O)Cc1ccccc1[N+](=O)[O-])c1cccnc1,-1%,1%,0%,3%,i,-2%,-15%,-3%
CCOC(=O)N1CCN(C(=O)COc2ccc(Br)cc2)CC1,-2%,-1%,0%,-5%,0%,-9%,-6%,-3%
Cn1c(SCc2nc3ccccc3[nH]2)nnc1-c1cccs1,1%,-2%,1%,3%,-8%,12%,-9%[0.074 µM],-2%
O=C(NC(c1ccccc1)c1ccccc1)c1ccc(=O)[nH]n1,-2%,-8%,-2%,-6%,i,-2%,18%,0%
CCOc1ccc(NC(=O)Cn2nnc(C(=O)NCCc3ccc(OC)c(OC)c3)c2N)cc1,?,-3%,-3%,-18%,i,-8%,-58%[inhibitor],-3%
O=C(CSc1nccn1-c1ccc(Cl)cc1)N1CCCc2ccccc21,-4%,-8%,11%,?,-2%,-2%,19%[10 µM],-20%
CCC(=O)C1=C(c2cccc([N+](=O)[O-])c2)N(C(=O)CC)n2c(nnc2-c2ccccc2)S1,-2%,?,1%,?,/,1%,/,/
CCN(CC)c1ccc(NS(=O)(=O)c2ccc(-c3cnc(C4CC4)o3)cc2)c(C)c1,19%,?,0%,-13%,/,9%,/,/
O=C(NCc1ccc2c(c1)OCO2)c1ccc(N2CCCCCC2)c([N+](=O)[O-])c1,13%,-25%,0%,?,2%,3%,3%[10 µM],-28%
Cc1ccccc1C(=O)Nc1ccc(NC(=O)c2cccs2)cc1,-18%,?,?,-19%,/,-4%,/,/
CC1C(C(=O)Nc2ccccc2)CCCC1(C)C(=O)O (configuration not stated),-1%,-3%,0%,-7%,-10%,5%,-4%,3%
Cc1ccc2scc(N3CCN(c4cccc(C(F)(F)F)c4)CC3)c(=O)c2c1,0%,-4%,-2%,?,/,5%,/,/
Cc1ccc2nc(NCCC(=O)O)nc(-c3ccccc3)c2c1,2%,-3%,-2%,-10%,-4%,3%,-48%[inhibitor],/
COc1ccc2c(c1)[C@@]1(C)CCC[C@](C)(CO)C1CC2 (some centres not stated),-2%,-13%,0%,-10%,-2%,-4%,9%[1.9 µM],/
Cc1cc(C(=O)NCc2ccco2)no1,-5%,-9%,1%,?,-1%,1%,-7%,/
CC1CCc2sc(C(=O)NN)cc2C1 (configuration not stated),-6%,-11%,-8%,-8%,0%,-9%,-21%,/
COC(=O)c1c[nH]c(=O)c2ccccc12,-4%,-5%,-3%,-5%,-1%,7%,8%[10 µM],0%
CC1CCN(C(=O)CSc2nnc(-c3ccco3)o2)CC1,-8%,-8%,-1%,-7%,-2%,-3%,0%,/

# 5 of these compounds in a different format:
# Results follow in this order: Tau FP inhib | Tau fluor counter | TR SRC2 fluor cs | Tau fibril ThT | RECQ1 inh | TRb-SRC2 inh | HTT cytoprotect | L3MBTL1 block
CC1CCc2sc(C(=O)NN)cc2C1 (configuration not stated)
    -6% | -11% | -8% | -8% | 0% | -9% | -21% | /
Cc1cc(C(=O)NCc2ccco2)no1
    -5% | -9% | 1% | ? | -1% | 1% | -7% | /
Cc1ccccc1C(=O)Nc1ccc(NC(=O)c2cccs2)cc1
    -18% | ? | ? | -19% | / | -4% | / | /
O=C(NCc1ccc2c(c1)OCO2)c1ccc(N2CCCCCC2)c([N+](=O)[O-])c1
    13% | -25% | 0% | ? | 2% | 3% | 3%[10 µM] | -28%
COC(=O)c1c[nH]c(=O)c2ccccc12
    -4% | -5% | -3% | -5% | -1% | 7% | 8%[10 µM] | 0%

# The results go on.
SMILES,Tau FP inhib,Tau fluor counter,TR SRC2 fluor cs,Tau fibril ThT,RECQ1 inh,TRb-SRC2 inh,HTT cytoprotect,L3MBTL1 block
CNC(=O)c1ccc2c(c1)N(Cc1cc(C)ccc1C)C(=O)c1ccccc1S2,1%,-20%,0%,-4%,/,-1%,/,/
Cc1cc(NC(=O)CSc2nc3cc(Cl)ccc3s2)no1,-12%,-4%,-3%,-8%,0%,-6%,11%,/
CCOC(=O)c1c(/N=C/C2=C(O)CC(C)(C)CC2=O)sc(C)c1C,-2%,-5%,4%,?,0%,-5%,13%[10 µM],4%
CCN1CCCC1CNC(=O)Cn1cccc1C(=O)c1ccccc1C (configuration not stated),1%,-4%,1%,-4%,-1%,12%,-9%,-7%
Cc1ccc(OCc2nc(-c3ccc(C(=O)N4CCN(c5ccccc5)CC4)cc3)oc2C)cc1,-1%,-4%,0%,-11%,/,-4%,/,/
CC(C)(C)NCC(O)COc1ccccc1C(=O)CCc1ccccc1 (configuration not stated),-6%,-14%,2%,-4%,-10%,2%,2%,/
COc1ccc(-n2cc(CNCC3CCOCC3)c(-c3cccc(F)c3)n2)cc1,-6%,-21%,-2%,-9%,8%,-4%,-2%[10 µM],-13%
O=C(Nc1ncc2c(n1)-c1ccccc1CC2)c1ccccc1,-6%,1%,1%,-1%,-6%,-2%,-7%,0%
Cc1onc(-c2ccccc2)c1C(=O)NCC1CCCO1 (configuration not stated),-2%,2%,2%,-4%,-1%,9%,-2%,-15%[11.4 µM]
O=C(CSc1nnc(-c2cccs2)n1-c1ccccc1)N1CCCc2ccccc21,-7%,-8%,1%,-14%,-20%,1%,11%,/
CCC(C)C(NC)C(=O)O (configuration not stated),-1%,-5%,0%,-5%,-12%,-3%,/,/
COC(=O)c1cc(C(=O)Nc2cc(C)ccn2)cc([N+](=O)[O-])c1,8%,-20%,-3%,?,10%,-5%,?,-9%
CCOC(=O)C1(CC2CC2)CCN(S(=O)(=O)C[C@]23CC[C@H](CC2=O)C3(C)C)CC1,0%,-7%,-1%,-9%,i,-3%,-13%[10 µM],14%
O=C(Nc1ccc(S(=O)(=O)N2CCOCC2)cc1)C1COc2ccccc2O1 (configuration not stated),0%,-12%,3%,1%,-6%,2%,-2%,6%
